N370S GC mod = N370S glucocerebrosidase modulation, Gaucher chaperone candidate; N370S GC spleen homogenate, 4MU-glucoside fluorescence; Potency, µM (top dose mostly 59.4 µM), inactives show at the highest dose activity change, negative = inhibition, actives largely listed as inhibitors; 330,000 tested, 0.092% active;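 note: 0% = full enzyme activity and -100% = no enzyme basal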
FEN1 inhibitor = inhibitors of human flap endonuclease 1; AID 588795; 390,000 tested, 0.35% active; Recombinant FEN1 flap cleavage, fluorescence, 15 min; Potency, µM (top dose mostly 114 µM), without a hit: at the highest dose activity change, negative = inhibition, usual class: inhibitors; note: nearly all actives have a fitted effect of over 65% in size
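Enzyme 10 nM, 15 min RT preincubation with compound; start with substrate 50 nM final; reads at 0 and 15 min; qHTS titration, four-parameter Hill fit.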
KAT2A inh = blocks human GCN5L2 histone acetyltransferase | Q92830 | GCN5L2 HAT assay, ThioGlo1 CoA-SH fluorescence | Potency, µM (doses to about 58.9 µM), without a hit: top-dose activity change, negative = inhibition, hits mostly inhibitors | 390,000 tested, 0.21% active | AID 504327
Target sequence (Q92830 whole entry, looked up): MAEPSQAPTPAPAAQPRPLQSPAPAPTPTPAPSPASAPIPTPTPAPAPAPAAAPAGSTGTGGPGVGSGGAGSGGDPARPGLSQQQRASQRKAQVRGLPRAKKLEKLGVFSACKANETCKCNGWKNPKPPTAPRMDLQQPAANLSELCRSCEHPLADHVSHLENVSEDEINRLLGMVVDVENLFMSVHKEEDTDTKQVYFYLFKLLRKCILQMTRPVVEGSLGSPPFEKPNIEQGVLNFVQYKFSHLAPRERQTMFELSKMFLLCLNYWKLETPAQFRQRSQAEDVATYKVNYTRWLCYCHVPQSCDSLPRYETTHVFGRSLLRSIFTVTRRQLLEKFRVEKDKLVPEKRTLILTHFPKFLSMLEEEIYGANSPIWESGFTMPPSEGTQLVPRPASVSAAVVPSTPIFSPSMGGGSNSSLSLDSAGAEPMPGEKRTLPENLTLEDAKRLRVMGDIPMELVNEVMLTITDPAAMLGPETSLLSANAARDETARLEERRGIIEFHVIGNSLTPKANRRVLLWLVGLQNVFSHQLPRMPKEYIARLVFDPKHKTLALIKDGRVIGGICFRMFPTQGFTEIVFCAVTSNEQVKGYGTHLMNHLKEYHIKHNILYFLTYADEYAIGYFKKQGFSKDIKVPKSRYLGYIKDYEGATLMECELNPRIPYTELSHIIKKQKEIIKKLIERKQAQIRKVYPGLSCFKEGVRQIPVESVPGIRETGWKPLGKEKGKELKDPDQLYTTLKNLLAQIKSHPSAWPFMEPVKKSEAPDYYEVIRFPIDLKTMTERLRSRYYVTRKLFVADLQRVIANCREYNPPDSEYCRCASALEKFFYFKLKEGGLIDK
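Fluorescence readout, Ex340nm/Em540nm: ThioGlo1 (50uM final) reacts with free CoA thiol released as 20nM GCN5L2 acetylates H3(1-25) peptide (75uM) using acetyl-CoA (70uM). Compound and enzyme sat 15 min beforehand; 20 min room-temperature reaction.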
Starred values were filed as active, the others as inactive; ? = inconclusive; . = not tested or not shown; & = joins results of further samples; [ ] = another dose, or the depositor's remark. Calls come from the whole dose curve; as a rule, active = well fitted curve in the direction sought with a large enough effect; inconclusive = small, poorly fitted or top-dose-only effect, or another doubt; inactive = no such curve, though single readings can be large; an effect the other way counts as inactive or inconclusive. Unless noted, % is set by controls: 0 for no effect and ±100 for the full control effect; potency is the fitted concentration of half-maximal effect. Some of the compounds tested; count on the stated rates, not on these rows.

Second line of a record – N370S GC mod	FEN1 inhibitor	KAT2A inh
CC1CC(C)(C)OC(C[N+]2(C)CCCCC2)O1 (stereo not drawn)
    -5%	-5%	-10%
CC(=O)OC(COc1ccccc1)Cn1cnc2cc(C)c(C)cc21 (stereo not drawn)
    3%	-14%&-16%	0%&-2%
CCC(C(=O)O/N=C(\N)c1ccc(C)cc1)c1ccccc1 (stereo not drawn)
    30%	9%	-6%
CCc1ccc(CNC(=O)CCc2c(C)nn(-c3ccc(N4CCCC4)nn3)c2C)cc1
    .	20%	-8%
COc1ccc(C2CC(=O)Oc3c2c(=O)n(C)c2ccccc32)c(OC)c1OC (stereo not drawn)
    3%	7%&-15%	-1%&2%
COc1ccccc1Nc1nn2c(=O)c3ccc(C(=O)NC4CCC(C)CC4)cc3nc2s1 (stereo not drawn)
    .	3%	-4%
Cc1nc2ccc(NC(=O)C3=NN(C)C(=O)CC3)cc2s1
    .	1%	-4%
CCOC(=O)CNC(=O)c1ccc(OCC(F)(F)F)cc1
    4%	-6%	-2%
Cc1ccc(C)c(NC(=O)COC(=O)c2cc3ccccc3oc2=O)c1
    .	-16%	-1%
COc1ccc(NC(=S)/N=C(\N)Nc2nc(C)c3ccc(C)cc3n2)cc1
    8%	-33%	14%
COc1ccc(C2=NS(=O)(=O)N(C)C(C(=O)NCc3cccs3)=C2)cc1OC
    5%	?	-26%
CCC(=O)N(Cc1cc2ccccc2[nH]c1=O)C(C)C
    -9%	-1%	-18%
O=C1C2C3C=CC(C3)C2C(=O)N1c1ccc2ccccc2n1 (stereo not drawn)
    26%	-8%	3%
CCc1ccccc1NC(=O)Cn1c(=O)n(Cc2ccco2)c(=O)c2ccccc21
    .	15%	0%
Cc1ccc(OCC(=O)Nc2ccc3nc(SCC(=O)N4CCOCC4)sc3c2)cc1C
    .	1%	-7%

Some values from the entries so far.
For FEN1 inhibitor, `Cc1ccc(C)c(NC(=O)COC(=O)c2cc3ccccc3oc2=O)c1` is listed with -16%
For KAT2A inh, `CCOC(=O)CNC(=O)c1ccc(OCC(F)(F)F)cc1` is listed with -2%
For FEN1 inhibitor, `CCc1ccc(CNC(=O)CCc2c(C)nn(-c3ccc(N4CCCC4)nn3)c2C)cc1` is listed with 20%
For FEN1 inhibitor, `Cc1nc2ccc(NC(=O)C3=NN(C)C(=O)CC3)cc2s1` is listed with 1%
For KAT2A inh, `CCC(=O)N(Cc1cc2ccccc2[nH]c1=O)C(C)C` is listed with -18%

Carrying on.
Second line of a record – N370S GC mod	FEN1 inhibitor	KAT2A inh
O=C(CN1C(=O)NC(c2ccccc2)(c2ccccc2)C1=O)N1CCN(c2ccccc2F)CC1
    .	7%	-13%
COc1ccc(C(=O)OC(C)C(=O)NC2CCCC2)cc1S(=O)(=O)N1CCOCC1 (stereo not drawn)
    .	-2%	0%
CCc1c(C)nc2c(-c3ccccc3)c(C)nn2c1Nc1ccc(NC(C)=O)cc1
    ?	-14%	-25%
Cc1ccc(C(=O)CSc2nnc(-c3ccco3)o2)o1
    17%	-4%	-2%
CNCc1cc(Cl)cc(OC)c1OC(C)C
    21%	-2%	-3%
O=C(Cn1cnc2c(nnn2-c2cccc(Cl)c2)c1=O)NCc1ccccc1
    -5%	-12%	-1%
CN(C)CC(C)(C)CNC(=S)Nc1ccc(S(=O)(=O)N2CCOCC2)cc1
    2%	-1%	0%
Cc1cccc(NC(=O)c2c([N+](=O)[O-])c(C(C)(C)C)nn2C)c1
    4%	4%	-3%
O=C(CCNC(=O)Cn1cnc2ccccc2c1=O)NCC1COc2ccccc2O1 (stereo not drawn)
    6%	3%	-2%
COCCC1CCCCN1C(=O)c1cc(COc2ccc(-n3cncn3)cc2)on1 (stereo not drawn)
    -24%	1%	-9%
CCOc1ccccc1CNS(=O)(=O)c1ccc2c(c1)C(C)(C)C(=O)N2C
    -1%	-8%&17%	-2%&19%
CC(C)(C)OC(=O)C[C@@H]1C/C=C\C[C@@H](CC(=O)N(CCO)Cc2ccccc2)C(=O)NCCOC1=O
    .	-14%	0%
COc1ccc(C(=O)O)cc1S(=O)(=O)Nc1cccc(C)c1
    -1%	-9%	-14%
OC[C@@H]1O[C@@H](O)[C@H](O)[C@H](O)[C@@H]1O
    -1%	.	1%
O=C(NC(=S)Nc1cccc(Cl)c1N1CCCCC1)c1ccc2c(c1)OCCO2
    20%	-13%	-7%

Random excerpt: 2 entries already listed.
Second line of a record – N370S GC mod	FEN1 inhibitor	KAT2A inh
O=C(NC(=S)Nc1cccc(Cl)c1N1CCCCC1)c1ccc2c(c1)OCCO2
    20%	-13%	-7%
O=C(CN1C(=O)NC(c2ccccc2)(c2ccccc2)C1=O)N1CCN(c2ccccc2F)CC1
    .	7%	-13%

Remaining list, next part:
Second line of a record – N370S GC mod	FEN1 inhibitor	KAT2A inh
O=C(CSc1ccccc1C(=O)NCCCN1CCCC1=O)NCc1ccco1
    7%	3%	-3%
COc1ccc(C(=O)NNC(=O)C(=O)NCc2ccccc2)cc1
    2%	6%	-2%
Cc1ccc(C(=O)NCC(c2cccs2)S(=O)(=O)c2cccs2)cc1C (stereo not drawn)
    .	3%	3%
COc1cccc(COCCN2CCN(S(=O)(=O)c3ccc(C)cc3)CCC2=O)c1
    -19%	10%	-4%
COC(=O)Cn1c(O)c(N=NC(=O)CNC(=O)c2ccc3c(c2)OCCO3)c2ccccc21
    -17%	-2%	-9%
Cn1c(=O)c2sccc2n2c(CCCC(=O)N3CCN(c4ccccn4)CC3)nnc12
    4%	-1%	1%
COc1cc(OC)nc(NC(=O)CN2CCN(c3ccc(F)cc3)CC2)n1
    -1%	1%	-6%
COc1ccc(S(=O)(=O)NCC(=O)NCc2cc(=O)n(C)c(=O)n2C)cc1F
    5%	7%	-2%
Cc1ccc(NC(=O)NCCCN2CCOCC2)cc1
    -4%	3%	-26%
NC(=O)c1ccc[n+]([C@@H]2O[C@H](COP(=O)([O-])OP(=O)(O)OC[C@H]3O[C@@H](n4cnc5c(N)ncnc54)[C@@H](O)[C@@H]3O)[C@@H](O)[C@@H]2O)c1
    7%[21.6 µM]	.	32%[activator][21.4 µM]
O=C(Nc1ccccc1C(F)(F)F)c1cc(-c2ccc3c(c2)OCCO3)on1
    .	-15%	-7%
COc1cc(C)c(/C=C(\C#N)C(=O)Nc2cccc(C)c2)cc1C(C)C
    3%	0%	-7%
Cc1cc(=O)c(C(=O)O)cn1-c1ccc(C(C)C)cc1
    -15%	6%	-3%
Cc1cc(O)c(-c2cc(C(=O)NCc3ccc4c(c3)OCO4)[nH]n2)cc1C
    -5%	-1%	-16%
CC1Cn2c(nnc2-c2cc3ccccc3cc2O)S1 (stereo not drawn)
    12%	-9%	-7%

The listing continues:
Second line of a record – N370S GC mod	FEN1 inhibitor	KAT2A inh
COc1cc(C)nc(NS(=O)(=O)c2ccccc2Cl)n1
    4%	7%	-7%
Cc1ccc(N2CCN(c3ccc(C)cc3)C2c2ccncc2)cc1
    12%	-8%	-6%
COc1ccc(/C([O-])=C(/C(=S)Nc2ccc(C)c(C)c2)n2c[n+](C)c3ccccc32)cc1OC
    17%	1%	-5%
CCOC(=O)c1c(NC(=O)CSc2n[nH]c(-c3ccco3)n2)sc(C)c1C
    ?	-16%	-7%
COCCN(C(=O)CNC(=O)c1ccco1)C(C(=O)NC1CCCC1)c1ccc(OC)cc1 (stereo not drawn)
    -1%	10%	-3%
CCc1nc2ccccc2n1CC(=O)N1CCN(S(=O)(=O)c2cccc(C(F)(F)F)c2)CC1
    -14%	1%	25%
O=C(O)c1ccc(Nc2ccc([N+](=O)[O-])c3nonc23)cc1
    -12%	1%	-1%
Cc1cccnc1NC(=O)c1nn(C)c2c1CS(=O)(=O)c1ccccc1-2
    -2%	-10%	-1%
CCN1CCN(S(=O)(=O)c2ccc(Cl)c(C(=O)N(C)CCOc3ccc(Cl)cc3)c2)CC1
    -10%	12%	-12%
CC(=O)Nc1ccc(SCC(=O)N(CCC#N)c2ccc(C)cc2)cc1
    -4%	-9%	0%
CSC1=NC2(CCCCC2)C2=C(CCCC2)N1
    1%	-9%	-1%
O=C(/C=C/c1cccnc1)c1ccc([N+](=O)[O-])cc1
    -13%	4%	-4%
CC(C)CNC(=O)c1nn(Cc2ccccc2)c(=O)c2ccccc12
    ?	-1%	-5%
CC(=O)C1=C(C)N(Cc2ccccc2)C(=O)N[C@H]1c1cccc(C(F)(F)F)c1
    -4%&19%	-11%	-1%
C=CCN1C(=O)C2(OCCCO2)c2cc(Cl)ccc21
    3%	4%	-10%

The results go on:
Second line of a record – N370S GC mod	FEN1 inhibitor	KAT2A inh
Oc1ccc(N2CCN(c3ncnc4sc5c(c34)CCC5)CC2)cc1
    -18%	-19%	1%
Cc1cc(C)n2nc(C(=O)OCC(=O)N(CCC#N)c3ccc(F)cc3)nc2n1
    -25%	0%	-10%
COc1ccc(C)cc1NC(=O)CSc1nc2ccccc2nc1N1CCCCC1
    0%	-19%	-15%
O=C(COc1ccc(Br)cc1Cl)NC(=O)Nc1ccc2c(c1)OCCO2
    3%	4%	-8%
COc1cc2c(C(=O)N(C)c3cc(Cl)ccc3OC)cn(CC(C)C)c(=O)c2cc1OC
    .	-15%	-3%
Cc1cc(Nc2cccc(Cl)c2)nc(NCc2ccccc2)n1
    ?	-13%	-9%
O=C(CCc1ccccc1)N1CCN(c2ccc(Cl)cc2)CC1
    6%	4%	.
O=C(COC(=O)c1ccccc1NS(=O)(=O)c1cccs1)NC1CCCCC1
    11%	5%	?
CCCCCC(=O)NC(NC(=S)N1CCOCC1)C(Cl)(Cl)Cl (stereo not drawn)
    14%	-8%	3%
COc1ccc(C(CNC(=O)c2ccc(Cl)s2)N2CCOCC2)cc1 (stereo not drawn)
    -22%	6%	-7%
CCN(CC)C(=S)SCC(=O)Nc1ncc2c(n1)CCCC2=O
    -11%	6%	-4%
CC(C)(C)c1ccc(OCC(=O)N2CCC(c3nc4ccccc4s3)CC2)cc1
    .	-5%	-8%
O=C(NCCc1ccco1)c1cc(COc2cccc(C(F)(F)F)c2)on1
    -2%	-23%	-18%
CCOC(=O)CSc1nc2c(sc(=S)n2-c2ccccc2)c(=O)[nH]1
    8%	6%	-5%
O=C1N=C(N2CCOCC2)S/C1=C1\C(=O)N(Cc2ccccc2)c2ccc(Br)cc21
    ?	.	-1%

Further entries.
Second line of a record – N370S GC mod	FEN1 inhibitor	KAT2A inh
COc1ccccc1Nc1nnc(SCC(=O)NC2CC2)s1
    .	0%	-2%
COc1ccc(/C(N)=N/OC(=O)c2ccc(Br)o2)cc1
    4%	-9%	0%
COC(=O)c1ccc(NC(=O)C2CC(=O)OC2c2ccccc2)cc1 (stereo not drawn)
    1%	-3%	-2%
COc1ccc(N=NC2C(=O)N(c3ccccc3)N=C2C)cc1 (stereo not drawn)
    -6%	-27%	-7%
CCOCc1[nH]c(=S)[nH]c(=O)c1Cc1ccc(OC(C)C)cc1
    10%	-1%	2%
Cc1sc2c(c1C)c(=O)n(Cc1ccccc1)c(=O)n2Cc1ccc(F)cc1
    .	-6%	-5%
CCC(=O)N1N=C(c2ccc(C)o2)CC1c1ccc(OC)cc1 (stereo not drawn)
    12%	23%	-4%
Cc1ccc(S(=O)(=O)N2CCC(C(=O)N3CCC3)CC2)cc1
    -2%	-11%	-6%
COc1cc(C(=O)Nc2nnc(C3CC3)s2)ccc1OCc1c(C)noc1C
    -2%	-7%	1%
CCC1CCCCN1S(=O)(=O)c1ccc(C(=O)Nc2nnc(-c3ccccc3Cl)o2)cc1 (stereo not drawn)
    3%	0%	-4%
O=C(O)c1ccc(COc2ccccc2/C=C2\NC(=O)N(Cc3ccc(F)cc3)C2=O)cc1
    7%	?	-11%
CC(=O)OCC(=O)[C@@]1(O)CC[C@H]2[C@@H]3CCC4=CC(=O)CC[C@]4(C)[C@H]3[C@@H](O)C[C@@]21C
    -6%&-5%	15%&-4%	-4%&-6%
CCc1ccc(S(=O)(=O)c2cn(C)c3cc(OC)c(OC)cc3c2=O)cc1
    -16%	14%&16%	-1%&-7%
CC(=O)NC(CC(=O)OCC(=O)c1c(N)n(C)c(=O)n(C)c1=O)c1ccccc1 (stereo not drawn)
    -7%	8%	-3%
Oc1ccc2ccccc2c1N=Nc1ccc(F)cc1
    5%&-13%	-1%	11%&-2%

(further entries)
Second line of a record – N370S GC mod	FEN1 inhibitor	KAT2A inh
CCn1ccc(C(=O)Nc2ccsc2C(=O)OC)n1
    -3%	-4%	-3%
O=C(NC1CCCC1)C(c1ccncc1)N(C(=O)c1ccco1)c1ccccc1 (stereo not drawn)
    -1%	-9%	1%
COc1ccc(NC(=O)COC(=O)C2CC(=O)N(Cc3ccc(C)cc3)C2)cc1 (stereo not drawn)
    -13%	1%	-7%
C=CC[C@H](CC(=O)N(CCO)Cc1ccccc1)C(=O)N[C@H](COC(=O)[C@@H](CC=C)CC(=O)OC(C)(C)C)c1ccccc1
    .	3%	-8%
CNCCOc1nc(N2CCOCC2)nc(C)c1[N+](=O)[O-]
    -3%	-11%	-1%
COc1ccc(C2CC(=O)Oc3cc(O)cc(O)c32)cc1 (stereo not drawn)
    -10%	19%	-22%
CC(C)CC(=O)NC(=S)Nc1ccc(S(=O)(=O)NC(C)(C)C)cc1
    -7%	-14%	-3%
O=C1OCCC1Sc1ncnc2sc3c(c12)CCC3 (stereo not drawn)
    15%	6%	-2%
